From PubChem BioAssay
mHtt clearance – mutant huntingtin protein clearance; HeLa Exon1htt(103Q)mCFP, aggregate imaging; zero = plate's median compound well; inhibition, % at 1.5 µM; hit rate 0.42% among 47,000;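 active = inhibition of aggregate fluorescence above about 70%, also judged a hit by eye on the cell image, limit read from the data, passing the limit was not always enough; inconclusive = no rule stated for this call; inactive = not judged a hit on image review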;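 note: cells exposed to compound for three days before fixation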
mHtt clearance grain fraction – recorded beside mHtt clearance, whose call it bears; fraction fluorescence in grains; measured here: aggregate grain fluorescence fraction; active compounds read low;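 scaled fraction of total cell fluorescence in grains with unit not stated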
Active calls of the source: *; i = inactive; ? = inconclusive; / = no result given.

SMILES	mHtt clearance	mHtt clearance grain fraction
CCOC(=O)c1sc(=NC(=O)c2ccc(OC)c(OC)c2)n(C)c1C	-65	76
CCN(CC)c1ccc(C2C(C(=O)Nc3ccccn3)=C(C)NC3=C2C(=O)CC(C)(C)C3)cc1 (stereo not given)	-34	46
COc1c(C)cc(Br)cc1C(=O)Nc1ccc(N2CCN(S(C)(=O)=O)CC2)cc1	-12	21
O=C(Nc1ccc(N2CCN(C(=O)c3ccco3)CC2)c(Cl)c1)c1c(F)c(F)c(F)c(F)c1F	30	14
CCOC(=O)c1ccc(Nc2nc(C(=O)OCC)nc3ccccc23)cc1	-82	65
CN(C)c1ccc(C=Nc2cnn(C)c2C(N)=O)cc1	36	27
CN1CCN(CCCNC(=O)Nc2cccc3ccccc23)CC1	9	37
COc1ccc(NS(=O)(=O)c2cccc(C(=O)O)c2)cc1	8	32
COc1ccccc1OCc1nc(Cc2ccc(Cl)cc2)no1	-2	20
O=C(Cn1c(=O)[nH]c2ccsc2c1=O)N1CCN(c2ccc(F)cc2)CC1	0	18
O=C(NCc1cccs1)c1cccc(Nc2nc3ccc(Br)cc3[nH]2)c1	20	31
O=C(Nc1cccc(-c2nc3cc(Cl)ccc3o2)c1)C1CCCO1 (stereo not given)	-19	21
COC(=O)CN(c1cccc(C(C)=O)c1)S(C)(=O)=O	51	19
O=C(Nc1ccccc1C(=O)NCc1ccccc1)c1ccco1	-40	26
Cc1noc(C(=O)NCc2ccc(F)cc2)c1Cl	-79	81
COc1ccc(C(=O)c2nc3c(n2O)CCCC3)cc1OC	16	17
COc1ccc(OC)c2c1CCC2=O	-22	57
Cc1cc(NC(=O)C2CCCN(S(=O)(=O)c3c(C)noc3C)C2)no1 (stereo not given)	-132	95
N#Cc1nc(-c2ccc(F)cc2)oc1NCCN1CCOCC1	-11	36
O=C(O)c1ccc(S(=O)(=O)Cc2ccccc2)cc1	-46	27
Cc1cc(=O)n(-c2ccc3ccccc3n2)[nH]1	-26	21
CCCc1cc(N2CCCC(C(=O)Nc3ccc(OC)cc3OC)C2)n2ncnc2n1 (stereo not given)	38	22
Cc1ccc2[nH]c(-c3ccccc3)cc(=O)c2c1	i	250
CCON1C(=O)CN(C(=O)OC)C1c1ccc(Cl)cc1Cl (stereo not given)	29	14
CC1CCN(c2c(NCC3CCC(C(=O)N4CCCCC4)CC3)c(=O)c2=O)CC1 (stereo not given)	52	20

Continued:
SMILES	mHtt clearance	mHtt clearance grain fraction
CCc1ccc(-n2c(Cn3nc(C(F)(F)F)cc3C)n[nH]c2=S)cc1	63	14
CCc1ccc2nc(NC(=O)CSCc3c(C)noc3C)sc2c1	-4	19
Cc1cc(Br)cc2c(C(=O)Nc3c(C)n(C)n(-c4ccccc4)c3=O)cc(-c3cccs3)nc12	18	29
Cc1ccn2cc(CSc3ccccc3)nc2c1	5	20
CCN(CC)C(=O)Cn1ncc2c1-c1ccccc1OC2	i	372
CCN1CCN(Cc2c(C)[nH]c3ccc(C(=O)OC)cc3c2=O)CC1	19	16
CSc1nc(=O)n(-c2ccccc2)c(C)c1C(C)=O	-23	22
CN(C)c1ccc(/C=N\NC(=O)c2csnn2)cc1	-8	41
CC1CCCC(C)N1C(=O)c1cc(-c2ccc(Cl)c(Cl)c2)on1 (stereo not given)	-36	30
O=C(NCc1cccs1)[C@@H]1CSC2c3ccccc3C(=O)N21 (stereo not given in full)	-44	43
CC1Cc2ccccc2N1C(=O)CSc1nc(-c2ccco2)cc(C(F)(F)F)n1 (stereo not given)	-37	59
COc1ccc(C(=O)OC2CCN(c3ncc(C(F)(F)F)cc3Cl)CC2)cc1	35	14
CCCCOc1ccccc1N	-7	43
COc1ccccc1Nc1nc(N)nc(CN2CCc3ccccc3C2)n1	-14	21
Cn1cccc1/C=N/n1c(-c2ccccc2)n[nH]c1=S	-37	41
Cc1oc2c(c1C(=O)Nc1ccc(C(=O)O)cc1)CCCC2	29	13
CC1(C)CC(=O)C2=C(C1)N(CCN1CCOCC1)C1=C(C(=O)CC(C)(C)C1)C2c1cccc(F)c1	-22	40
COc1ccc(N2C(=O)CC(Nc3ccc(N4CCOCC4)cc3)C2=O)c(OC)c1 (stereo not given)	32	12
CCn1c(C)cc(/C=C2\NC(=O)N(Cc3ccc(Cl)cc3)C2=O)c1C	3	38
CCCCCC(=O)Nc1cc(N(C)C)nc2ccccc12	44	21
CC(C)OCCCNC(=O)CN1C(=O)CC(C)(C)S(=O)(=O)c2ccccc21	9	44
COc1cc(NS(=O)(=O)c2ccc(NC(=O)CSC3=NCCS3)cc2)nc(OC)n1	-62	61
CCOC(=O)c1cnn(-c2ccccc2)c1-n1cccc1C(=O)C(=O)Nc1ccc(OC)cc1	-4	32
CC(=O)c1ccc(NC(=O)CCSCCC(=O)Nc2ccc(C(C)=O)cc2)cc1	8	21
CCCCN1CN(S(=O)(=O)c2cccs2)c2nc3ccccc3nc21	14	14

Record cards, as listed above:
`COc1ccccc1Nc1nc(N)nc(CN2CCc3ccccc3C2)n1` is listed as mHtt clearance: -14; mHtt clearance grain fraction: 21
`COc1ccc(C(=O)OC2CCN(c3ncc(C(F)(F)F)cc3Cl)CC2)cc1` is listed as mHtt clearance: 35; mHtt clearance grain fraction: 14

Laid out differently: entries from further up.
> COc1ccc(N2C(=O)CC(Nc3ccc(N4CCOCC4)cc3)C2=O)c(OC)c1 (stereo not given)
  mHtt clearance = 32
  mHtt clearance grain fraction = 12
> O=C(NCc1cccs1)[C@@H]1CSC2c3ccccc3C(=O)N21 (stereo not given in full)
  mHtt clearance = -44
  mHtt clearance grain fraction = 43
> CSc1nc(=O)n(-c2ccccc2)c(C)c1C(C)=O
  mHtt clearance = -23
  mHtt clearance grain fraction = 22
> CC(=O)c1ccc(NC(=O)CCSCCC(=O)Nc2ccc(C(C)=O)cc2)cc1
  mHtt clearance = 8
  mHtt clearance grain fraction = 21

The main list resumes; the 4 compounds before the break are reprinted first.
SMILES	mHtt clearance	mHtt clearance grain fraction
COc1cc(NS(=O)(=O)c2ccc(NC(=O)CSC3=NCCS3)cc2)nc(OC)n1	-62	61
CCOC(=O)c1cnn(-c2ccccc2)c1-n1cccc1C(=O)C(=O)Nc1ccc(OC)cc1	-4	32
CC(=O)c1ccc(NC(=O)CCSCCC(=O)Nc2ccc(C(C)=O)cc2)cc1	8	21
CCCCN1CN(S(=O)(=O)c2cccs2)c2nc3ccccc3nc21	14	14
Cc1cccc(N=Cc2cc3c(cc2[N+](=O)[O-])OCO3)c1	-28	27
COc1ccc(-c2cc(C(=O)Nc3cnn(Cc4ccccc4C)c3)no2)cc1OC	7	19
N#C/C(=C1/CCCCCN1)c1nc2ccccc2s1	-60	29
CCCn1c(=O)[nH]c(=O)c2c1nc(-c1ccccc1OC(F)F)n2CCOC	-1	39
O=C1c2ccccc2-c2nc3ncnn3c(-c3ccccc3Cl)c21	39	30
Cc1csc(Cn2c(CN(C)C)nc3ccccc3c2=O)n1	24	28
CS(=O)(=O)N(CC(=O)N1CCCCC1)c1sc2c(c1C#N)CCCC2	-21	37
Cc1ccc(C)c(NC(=O)c2ccccn2)c1	23	34
O=c1c2ccccc2nnn1CSc1nnc2ccccn12	-18	51
CC1(C(=O)O)CC(C)(C(=O)O)CC(C)(C(=O)O)C1 (stereo not given)	28	14
CC(C)CN(CC(C)C)S(=O)(=O)N1CCC(C(=O)NCc2ccccn2)CC1	-10	22
COc1cccc(NC(=O)CSc2nc(N)cc(N)n2)c1	17	17
Cn1c(=NC(=O)C2CCN(S(=O)(=O)c3cccs3)CC2)sc2ccccc21	30	30
Cc1cc(NC(=O)COC(=O)c2cccc(OCc3ccccc3)c2)no1	-44	58
O=C(CSc1ccccn1)Nc1ccc(Br)cn1	-30	25
COc1ccc(C(=O)CC2OC(=O)c3ccccc32)cc1OC (stereo not given)	31	13
Cc1ccc(-n2nc(C)c3c2OC(N)=C(C#N)C3c2ccc(F)cc2)cc1 (stereo not given)	-25	27
Cc1n[nH]c(C)c1C(=O)CC1(O)C(=O)N(Cc2ccccc2)c2ccc(Br)cc21 (stereo not given)	10	21
O=C(CSc1ncccn1)NCc1ccccc1	6	17
COc1cc(C(=O)Nc2cc(C)ccn2)cc(OC)c1OC	?	/
CC1CCC(NC(=O)C2c3ccccc3C(=O)N2CCCN2CCOCC2)CC1 (stereo not given)	35	13
CCOC(=O)CS(=O)(=O)c1ccc2ccccc2c1	-40	28
CC(C)CN(/C=N/c1sc2c(c1C#N)CCCCC2)CC(C)C	-81	42
COC(=O)[C@@H](NC(=O)Nc1ccc2c(c1)OCCO2)C(C)C	0	35
CCS(=O)CCSc1nc2ccccc2s1 (stereo not given)	10	36

(cont.)
SMILES	mHtt clearance	mHtt clearance grain fraction
C=CCn1c(=N)c(C#N)cc2c(=O)n3ccccc3nc21	6	18
CCN1CCN(CC(=O)Nc2ccc(C)cc2C)C(=O)C1=O	-38	65
COc1ccc(CCNC(=O)CSc2nc(C)nc3c2oc2ccccc23)cc1OC	-57	34
CCOC(=O)C1CCN(C(=O)COc2ccc(Cl)cc2)CC1	47	23
COc1cccc(-n2nnc3c(=O)n(Cc4c(F)cccc4Cl)cnc32)c1	-24	25
COc1cc(OC)c(-c2nnc(-c3ccc(OC)c(OC)c3OC)o2)cc1OC	9	15
O=C(NC(Cc1c[nH]c2ccccc12)c1nnc2n1CCCCC2)c1cccs1 (stereo not given)	-73	32
O=C(COc1ccc(Br)cc1)Nc1ccc(-c2nnc(-c3ccco3)o2)cc1	-112	42
O=C(CSc1nnc(-c2cccnc2)n1CCc1ccccc1)N1CCCCC1	36	13
CCCCCn1c(CN2CCN(c3cccc(Cl)c3)CC2)nc2c1c(=O)n(C)c(=O)n2C	35	24
Cn1c(SCC(=O)NCc2cccs2)nnc1-c1ccncc1	-32	38
CCn1c(=O)c(C(=O)CN2CC(C)OC(C)C2)c(N)n(Cc2ccccc2)c1=O (stereo not given)	-3	18
CN(c1ccccc1)C(c1ccc(F)cc1)c1nnnn1CC1CCCO1 (stereo not given)	30	11
CC1=C(NCCc2ccccc2)CCC1=O	37	21
COc1ccc(NC(=O)C2CCCNC2)cc1OCC(C)C (stereo not given)	-48	50
O=C(O)CSc1nnc(-c2ccccc2)o1	35	24
O=C(OCc1ccc(F)cc1Cl)c1ccccn1	-28	25
CC(O)Cn1ccccc1=N (stereo not given)	-7	41
O=C1CC(N2CCN(c3cccc(C(F)(F)F)c3)CC2)C(=O)N1c1ccccc1F (stereo not given)	8	35
CNc1oc(Cc2ccccc2)nc1S(=O)(=O)c1ccccc1	-4	21
COCC(=O)Nc1ccccc1C(=O)NC(C)C	29	14
COC(=O)C1=C(N)Oc2cc(C)oc(=O)c2C1c1cccnc1 (stereo not given)	-23	46
CCCS(=O)(=O)N1CCN(S(=O)(=O)c2ccc(F)cc2)CC1	30	14
O=C(NCc1cccs1)c1ccc2c(c1)OCCO2	-6	21
CCOC(=O)c1cc(-c2ccc(F)cc2)n(CC(=O)N2CCCC2)c1C	-42	51

(more compounds)
SMILES	mHtt clearance	mHtt clearance grain fraction
CCC(C(=O)OC)n1cnc2c(nnn2-c2ccc(OC)cc2)c1=O (stereo not given)	12	34
S=c1[nH]nc(COc2ccc(Cl)cc2)n1C1CCCCC1	-17	25
O=Cc1ccc(N2CCCC2)c(F)c1	41	22
Cc1sc2ncnc(SCc3ccco3)c2c1C	28	12
C1=Nc2c(NCc3ccccc3)ncnc2Oc2ccccc21	14	18
O=C(c1ccco1)N1CCN(S(=O)(=O)c2ccc(F)cc2)CC1	21	14
O=C(Oc1ccc(Cl)cc1N1C(=O)CCC1=O)c1ccco1	-2	20
Cc1nnc(NC(=O)CSc2nnc(-c3ccoc3C)n2CC(C)C)s1	-24	43
CCn1c(=O)cc(OCC(=O)NC2CCCCC2)c2ccccc21	-16	22
O=C(Nc1cccc(C(=O)N2CCCCCC2)c1)c1ccco1	-8	20
c1ccc2ncc(-n3cnnn3)cc2c1	-56	28
CC(=O)Nc1ccc(NC(=O)Cn2c(-c3ccc(F)cc3)cnc2SCC(=O)Nc2c(C)cccc2C)cc1	62	14
CCOc1ccc(C2Nc3cccc4cccc(c34)N2)cc1OC	-63	31
CCOC(=O)CNC(=O)c1c(C)nn(-c2ccccc2)c1Cl	37	23
O=C(c1ccc(S(=O)(=O)N2CCCCC2)cc1)N1CCN=C1SCc1cccnc1	-3	42
CCS(=O)(=O)N1CCN(Cc2ccccc2OC)CC1	0	18
Cc1ccc(/C=N/NC(=O)Cc2c[nH]c3ccccc23)c(C)c1	-2	39
COc1ccc(Cc2nnc(SCC(=O)c3ccc(OC)cc3)o2)cc1	-14	22
CC1=C2C(CCS2(=O)=O)CC2(C1)C(=O)OC(C)(C)OC2=O (stereo not given)	6	20
C=CCN1C(=O)CN=C1Nc1cccc(C)c1	45	24
CCCCCCn1c(=O)c(-c2ccccc2)c(O)c2ccccc21	37	12
COC(=O)C(O)(CC(=O)Nc1ccc(Cl)cc1F)C(F)(F)F (stereo not given)	-14	21
Nc1nc(C(=O)N2CCOCC2)nn1S(=O)(=O)c1ccccc1	-27	56
Cc1cc(C)nc(SCC(=O)Nc2sc3c(c2C#N)CCC(C)C3)n1 (stereo not given)	40	12
COc1cc2nc(SCc3c(C)noc3C)n(CCC3=CCCCC3)c(=O)c2cc1OC	6	35

Further entries
SMILES	mHtt clearance	mHtt clearance grain fraction
CC(C)OC(=O)c1ccc(OC(=O)c2cccnc2)cc1	57	7.3
CCc1c(C)nc2cc(-c3cc(OC)cc(OC)c3)nn2c1N1CCCC1	1	34
CCOC(=O)COc1ccc(S(=O)(=O)Nc2ccc(C)cc2)cc1	41	19
CC(C(=O)Nc1ccc2c(c1)OCO2)N(c1ccc(Cl)cc1)S(C)(=O)=O (stereo not given)	-40	25
N#Cc1c(NC(=O)c2ccc(Cn3cc(Br)cn3)o2)sc2c1CCCCC2	-6	41
O=C(CN1CCCCC1)Nc1ccc(S(=O)(=O)N2CCCCCC2)cc1	23	16
Cc1nnc(N2CCN(c3ccccc3)CC2)c2nn(-c3ccccc3F)c(C)c12	-6	21

2 entries from above, set out differently.
Molecule | mHtt clearance | mHtt clearance grain fraction
Cc1nnc(N2CCN(c3ccccc3)CC2)c2nn(-c3ccccc3F)c(C)c12 | -6 | 21
CC(C)OC(=O)c1ccc(OC(=O)c2cccnc2)cc1 | 57 | 7.3

Some of the compounds tested; the hit share may differ from the screen's.
